CHRM5 antagonist = antagonists of human muscarinic M5 receptor (CHRM5) | inhibition, % at 3 µM | 360,000 compounds, 0.59% hits | CHO-hM5 cells, Fluo-8 calcium fluorescence, ACh EC80 | AID 624040;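 active = inhibition above a per-plate cutoff, the mean of that plate's test compounds plus 3 SD, cut at about 27% in these data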;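 also: 0% = acetylcholine EC80 with DMSO and 100% = DMSO without agonist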
CHRM4 antagonist = blocks acetylcholine activation of human M4 receptor; CHO-hM4 cells, ACh EC80, Fluo-8 calcium fluorescence; inhibition, % at 3 µM; AID 624125; 360,000 compounds, 0.73% hits;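 active = inhibition above its plate's cutoff, the mean inhibition of sample wells plus 3 SD, cut at about 27% in these data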;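 also: 0% = acetylcholine EC80 with DMSO and 100% = DMSO without agonist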
Target sequence (P08173 whole entry, looked up): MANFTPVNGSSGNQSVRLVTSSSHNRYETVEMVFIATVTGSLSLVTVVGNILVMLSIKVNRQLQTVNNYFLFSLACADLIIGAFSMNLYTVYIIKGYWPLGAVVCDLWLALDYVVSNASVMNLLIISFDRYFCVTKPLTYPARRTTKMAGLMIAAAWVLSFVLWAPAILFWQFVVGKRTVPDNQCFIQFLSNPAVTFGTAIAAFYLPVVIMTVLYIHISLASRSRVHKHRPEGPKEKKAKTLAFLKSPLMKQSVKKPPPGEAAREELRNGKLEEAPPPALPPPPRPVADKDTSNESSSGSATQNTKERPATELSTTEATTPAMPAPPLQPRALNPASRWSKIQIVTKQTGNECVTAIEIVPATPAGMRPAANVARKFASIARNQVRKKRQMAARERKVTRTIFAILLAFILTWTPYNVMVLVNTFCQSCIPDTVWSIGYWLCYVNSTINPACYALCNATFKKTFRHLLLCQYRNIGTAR
CHRM5 PAM = potentiates acetylcholine response at human M5 receptor; P08912; CHO-K1 hM5, Fluo-8 calcium, ACh EC20 PAM; 0% = ACh EC20, 100% = ACh EC100; activation, % at 3 µM; 360,000 compounds, 0.3% hits;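 active = activation above the run cutoff, the mean activation of all test compounds plus 3 SD, cut at about 18% in these data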
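System: CHO-K1 hM5 cells. Reagent: acetylcholine, EC20 level. Compound dosing: single dose, 3 µM nominal final test concentration. Timing: Post-acetylcholine fluorescence recording 140 s. Detection: Fluo-8 calcium fluorescence. Read-out: % activation, ACh-normalized. Benchmarks: ACh EC20 and EC100 wells. Repeats: singlicate, one well per test compound.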
CRFR2-BP antag = blocks CRF-induced signaling of the CRF-BP/CRF-R2 complex | HEK293 CRF-R2/CRF-BP, CRF-induced calcium fluorescence | inhibition, % at 11.8 µM | 350,000 compounds, 0.59% hits | AID 588475;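 active = inhibition of the ligand-induced calcium signal above about 50% at the single tested concentration, limit read from the data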
CHRM4 agonist = CHRM4 agonism in calcium assay. CHO-K1 hM4/Gqi5, Fluo-8 calcium fluorescence; vehicle 0%, full acetylcholine response 100%. activation, % at 3 µM. 360,000 compounds, 0.14% hits;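 active = activation above the run mean over all test wells plus 3 SD, cut at about 32% in these data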;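 also: peak over basal fluorescence ratio per well then scaled between controls; 0% = DMSO wells and 100% = acetylcholine at EC100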
CHRM1 PAM = human CHRM1 positive allosteric modulation; P11229; CHO-K1 hM1, Fluo-8 calcium fluorescence, ACh EC20; 0% = ACh EC20, 100% = maximal ACh; activation, % at 3 µM; 360,000 compounds, 0.088% hits; AID 588819; in the data active = activation above about 19%, passing the limit was not always enough
Target sequence (P11229 whole entry, looked up): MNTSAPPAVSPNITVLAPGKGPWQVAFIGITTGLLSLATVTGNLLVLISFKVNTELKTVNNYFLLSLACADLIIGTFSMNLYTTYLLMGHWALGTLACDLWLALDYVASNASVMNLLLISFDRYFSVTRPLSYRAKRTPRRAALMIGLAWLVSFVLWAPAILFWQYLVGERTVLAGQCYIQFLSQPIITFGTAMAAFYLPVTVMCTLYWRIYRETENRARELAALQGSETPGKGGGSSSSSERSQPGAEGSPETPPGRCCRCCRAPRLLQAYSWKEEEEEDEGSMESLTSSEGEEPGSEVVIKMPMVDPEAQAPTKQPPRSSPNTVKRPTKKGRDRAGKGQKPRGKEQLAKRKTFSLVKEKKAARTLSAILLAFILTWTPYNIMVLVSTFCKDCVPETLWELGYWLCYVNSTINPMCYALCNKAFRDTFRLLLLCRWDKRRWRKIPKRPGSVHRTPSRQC
CHRM5 agonist = CHRM5 agonism in calcium assay. P08912. CHO-K1 hM5 cells, Fluo-8 calcium fluorescence; 0% DMSO wells, 100% maximal acetylcholine response. activation, % at 3 µM. 360,000 compounds, 0.19% hits;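 active = activation above the run's mean over test compounds plus 3 SD, cut at about 23% in these data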;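 also: signal is peak over basal fluorescence ratio across the kinetic read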
M4 PAM = potentiates acetylcholine response at human M4 receptor | P08173 | CHO-K1 hM4/Gqi5, Fluo-8 calcium fluorescence, ACh EC20; 0% = ACh EC20, 100% = maximal ACh | activation, % at 3 µM | 360,000 compounds, 0.4% hits;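 active = activation above its plate's cutoff, the mean activation of sample wells plus 3 SD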; also: some results filed as inactive read as strong as hits
CRFR2-BP ag = agonists of human CRF-binding protein/CRF-R2 receptor complex; 350,000 compounds, 0.46% hits; AID 588473; activation, % at 13.2 µM; HEK293 CRF-R2/CRF-BP, calcium dye fluorescence (FLIPR); percent of saturating CRF peptide response;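 active = activation of at least 50%, plus an integration ratio under a set limit after plate pattern correction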;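 also: plate controls were neutral control wells without compound for no effect and CRF at EC100 for full effect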
* hit, by the source's call; x = no result given.

SMILES	CHRM5 antagonist	CHRM4 antagonist	CHRM5 PAM	CRFR2-BP antag	CHRM4 agonist	CHRM1 PAM	CHRM5 agonist	M4 PAM	CRFR2-BP ag
CN1CCN(c2ccc(CNS(=O)(=O)Cc3cccc(C(F)(F)F)c3)cc2)CC1	9	14	-13	-13	12	-11	4	-11	0.7
CCN(CC)S(=O)(=O)c1ccc(NS(=O)(=O)c2ccc(C)c(C)c2)cc1	6	2	-4	-7	0	7	0	0	-0.5
Cc1nc([N+](=O)[O-])c(C(=O)OCc2ccccc2Br)n1C	-9	2	1	-4	3	2	-15	-6	-2.3
CN(C(=O)c1ccccn1)C1(C(=O)NC2CCCCC2)CCCCC1	6	-4	17	-14	-1	10	-9	-2	-0.4
CC(=O)c1ccccc1C(=O)N(C)C1CCCN(Cc2ccccc2F)C1 (configuration not stated)	5	-1	10	6	1	13	-3	6	-1.2
COc1ccc(NC(=O)CSc2ncn(-c3ccccc3)n2)cc1Cl	0	2	-6	2	4	2	-1	2	-1.1
N#CN(CC(N)=O)c1nc(N2CCCCC2)nc(N2CCCCC2)n1	1	1	-2	17	0	-11	-1	1	-0.5
CC(C)(C)n1nc(C2CC2)cc1NC(=O)Nc1ccc(Cl)cc1	1	-2	4	-2	3	18	-3	0	4.1
NC(=O)c1ccc(-n2nnnc2SCC(=O)Nc2ccccc2-c2ccccc2)cc1	7	11	-11	-1	16	1	5	5	-1.7
C=CCN(C/C(=N\O)c1sc(C(=O)OCC)nc1C)c1cccc(Br)c1	11	1	8	8	0	-1	4	2	-0.6
O=C(CN1C(=O)C2CC=CCC2C1=O)Nc1nnc(SCc2ccc(Cl)cc2)s1 (configuration not stated)	2	-5	3	-8	2	3	-3	3	0.6
COc1cc(C)c(S(=O)(=O)NCc2cccs2)cc1C	-10	-1	-4	-2	1	-4	-5	6	-1.6
Nc1cc(N)nc(SCC(=O)NNC(=O)c2ccc(Cl)cc2)n1	5	0	7	7	1	9	-1	15	0.9
CCCN(CC(=O)Nc1ccc(F)c(F)c1F)C(=O)Cc1ccc(S(=O)(=O)N2CCOCC2)s1	4	6	1	2	1	-2	5	6	-0.7
N#CC1=C(O)CCCn2c1nc1ccccc1c2=O	2	3	4	4	3	4	-1	5	0.4
CC(C)(C)OC(=O)N1CCN(C(=O)c2[nH]cnc2C(=O)NCC(=O)OCc2ccccc2)CC1	9	8	-8	2	12	1	6	-5	0.7
CCOC(=O)[C@]12CCCC=C1N(Cc1ccco1)C(=O)[C@H](CC(=O)NCC13CC4CC(CC(C4)C1)C3)C2	2	-16	2	x	3	x	-1	-2	x
O=S(=O)(Nc1ccccc1)N1CCCCC1	12	5	3	4	0	4	0	-1	-2.5
O=C(/C=C/[C@H]1O[C@@H](n2ccc(=O)[nH]c2=O)[C@H](O)[C@@H]1O)NCc1ccc2c(c1)OCO2	8	5	0	x	0	0	2	0	x
CCOc1ccc(-n2c(SCC(=O)Nc3cc(C)on3)nc3c([nH]c4ccccc43)c2=O)cc1	3	0	-4	-3	0	-8	1	-4	0.2

Reformatted bar-delimited: 5 of the compounds above
Structure | CHRM5 antagonist | CHRM4 antagonist | CHRM5 PAM | CRFR2-BP antag | CHRM4 agonist | CHRM1 PAM | CHRM5 agonist | M4 PAM | CRFR2-BP ag
COc1cc(C)c(S(=O)(=O)NCc2cccs2)cc1C | -10 | -1 | -4 | -2 | 1 | -4 | -5 | 6 | -1.6
Nc1cc(N)nc(SCC(=O)NNC(=O)c2ccc(Cl)cc2)n1 | 5 | 0 | 7 | 7 | 1 | 9 | -1 | 15 | 0.9
CCCN(CC(=O)Nc1ccc(F)c(F)c1F)C(=O)Cc1ccc(S(=O)(=O)N2CCOCC2)s1 | 4 | 6 | 1 | 2 | 1 | -2 | 5 | 6 | -0.7
N#CC1=C(O)CCCn2c1nc1ccccc1c2=O | 2 | 3 | 4 | 4 | 3 | 4 | -1 | 5 | 0.4
CC(C)(C)OC(=O)N1CCN(C(=O)c2[nH]cnc2C(=O)NCC(=O)OCc2ccccc2)CC1 | 9 | 8 | -8 | 2 | 12 | 1 | 6 | -5 | 0.7

Carrying on.
SMILES	CHRM5 antagonist	CHRM4 antagonist	CHRM5 PAM	CRFR2-BP antag	CHRM4 agonist	CHRM1 PAM	CHRM5 agonist	M4 PAM	CRFR2-BP ag
Cc1cc2c(cc1C)CN(c1ccccc1)C2	2	0	-8	30	9	2	2	-6	-1.6
CCC(C)NC(=O)CN(C1CCCCC1)S(=O)(=O)c1ccc(F)cc1 (configuration not stated)	-4	9	3	-27	1	5	-5	6	1.4
O=C(NC1CCCCC1)C1CC(=O)N(CCc2ccccc2)C1 (configuration not stated)	-3	-9	6	-14	1	4	3	15	0.7
CCc1nc2c(OCc3ccc(F)cc3)cccn2c1N(C)C(=O)COc1ccccc1	2	-4	-8	x	5	2	-2	-5	x
Cc1ccc(S(=O)(=O)c2nc(-c3ccco3)oc2SCC(N)=O)cc1	13	10	-1	3	1	3	-2	-10	1.0
CCOC(=O)N1CCN(C(=O)C2CCCN(S(=O)(=O)c3ccc(F)cc3)C2)CC1 (configuration not stated)	7	-10	-5	-14	1	8	-2	-1	-0.3
COc1ccc(S(=O)(=O)N(C)C[C@H]2OCCCC[C@H](C)Oc3ccc(NC(=O)Nc4ccc(F)cc4)cc3C(=O)N([C@H](C)CO)C[C@H]2C)cc1	-5	-8	5	1	1	7	2	10	-0.6
Cn1c(=O)c2c(ncn2CC(=O)OCC(=O)Nc2cc(Cl)ccc2Cl)n(C)c1=O	0	-13	-5	-6	3	2	2	-1	-1.1
CC1(C)CC2CC(C)(CN2C(=O)c2cc(-c3ccccc3O)on2)C1 (configuration not stated)	-8	-11	3	2	0	4	2	2	-1.4
NC(=O)c1cc2cc([N+](=O)[O-])ccc2oc1=O	12	-7	-7	-6	1	6	-5	11	1.8
c1ccc(-c2nc(C3CCCCC3)no2)cc1	0	3	0	-24	0	9	-1	4	0.5
COc1cc(/C=N/O)cc(Br)c1OC	4	10	-4	14	0	5	-1	-4	-4.9
CC1CC1C(=O)OCC(=O)N(C)c1c(N)n(Cc2ccccc2)c(=O)[nH]c1=O (configuration not stated)	0	-8	0	-2	2	5	3	6	0.0
O=C1CNC(=S)N1C(CO)c1ccccc1 (configuration not stated)	-2	-4	2	10	1	15	0	10	-0.7
O=C(CSc1nccn1Cc1ccc(F)cc1)Nc1ccc(F)cc1F	2	7	5	7	1	10	-4	-2	-2.8
CC(=O)c1c(C)[nH]c(C(=O)COC(=O)c2ccc3c(=O)n4c(nc3c2)CCC4)c1C	2	-14	0	17	4	6	-3	5	4.0
COc1ccc(OC)c(NC(=O)CSc2nc3ccccc3cc2Cc2ccccc2)c1	-6	-1	1	12	2	1	0	6	2.3
CCn1c(SCC#N)nc2ccccc2c1=O	10	3	6	-4	1	15	-5	11	1.3
O=C(c1cc([N+](=O)[O-])ccc1Cl)N1CCN(c2ccccc2)CC1	3	7	4	-15	1	3	-1	7	4.1
COc1ccc(-c2[nH]ncc2CN2CCCC2c2nonc2C)c(F)c1 (configuration not stated)	-2	10	-4	6	0	-1	4	-7	-0.7
CCOC(=O)/C=C1\SCC(=O)N1CC(=O)Nc1ccc(OC)c(OC)c1	0	0	-1	28	0	8	0	-1	0.2
Cc1noc(N)c1C(=O)Nc1ccc(F)c(Cl)c1	3	11	0	-15	0	-2	-2	-7	-0.1
Cc1cnc(C(=O)OCC(=O)Nc2cccc3ccccc23)cn1	-2	-2	-1	2	2	6	4	4	0.5
C/C(CC(=O)NC1CCCCC1)=N\NC(=O)c1ccccn1	8	-3	-5	7	1	6	0	-2	-1.8
COc1ccc([C@@H]2CC=C(C(=O)O)[C@H](c3ccc(Cl)cc3)N2S(=O)(=O)c2ccc(Cl)cc2)cc1	5	11	2	5	1	14	0	8	0.0
N=c1sccn1CC(=O)Nc1ccc(SC(F)F)cc1	5	-4	8	-13	2	2	-4	2	2.7
Cc1cc(NC(=O)c2cccc(S(=O)(=O)N3CCCC3)c2)no1	-9	13	6	-14	-1	2	1	-2	0.9
CCOCCCNc1c2c(nc3cc(-c4ccc(F)cc4)nn13)CCC2	5	-7	6	-32	0	10	-3	11	-0.8
Cc1cccn2c(=O)c(C=Nc3ccccc3)c(NCc3ccco3)nc12	-3	-18	-1	3	3	3	-2	10	-0.4
CC(C)C(=O)Nc1ncc2c(n1)CC(c1cccs1)CC2=O (configuration not stated)	3	2	-1	-14	2	8	1	-3	0.4
CCOC(=O)c1ncccc1NC(=O)CC(=O)Nc1cccnc1C(=O)OCC	1	1	3	1	-1	7	1	5	-0.4
COc1cc(OC)c(C(=O)OCC(=O)Nc2cc(C)on2)cc1OC	-11	-2	1	15	1	2	1	7	-1.7
Cc1sc(C(C2C(=O)CC(C)(C)CC2=O)C2C(=O)CC(C)(C)CC2=O)cc1[N+](=O)[O-]	8	8	-5	-5	1	6	0	-6	-1.0
OCCCNc1nc(-c2ccc(Cl)cc2)nc2ccccc12	-19	1	-2	-10	6	5	6	-2	0.8
O=C(Nc1cc2c3c(c1)CC(=O)N3CCC2)c1cccc(F)c1	-12	-9	10	-3	2	3	-4	6	1.6
CC(=O)N1CCN(C(=O)CCc2nc3ccccc3c(=O)[nH]2)CC1	-18	-8	6	-43	0	3	-4	11	7.6
O=C(N/N=C/c1cccc(Oc2ccccc2)c1)c1ccc(O)cc1O	-2	2	-3	29	2	2	-2	-3	-0.4
COc1ccccc1C=C1CCc2ccccc2C1=O	-8	-13	-3	x	2	-4	-1	4	x
CCN1C(=O)c2ccccc2Sc2ccc(C(=O)NCCCN(CC(C)C)CC(C)C)cc21	3	-9	-4	-4	0	-4	-10	-5	0.8
CCc1nc2ccc(C(=O)NCc3cccs3)cn2c1N(CC)CCOC	9	-6	-11	x	-1	0	3	3	x
COc1ccccc1CNC(=O)[C@@H]1CCCN1C(=O)[C@@H]1Cc2ccccc2CN1C(=O)OC(C)(C)C	-16	-15	4	-9	1	4	-7	5	-2.6
C=CCSc1nnc(N2C(=O)C(O)=C(C(=O)c3ccco3)C2c2ccc(F)cc2)s1 (configuration not stated)	-3	-10	-7	18	4	7	9	3	2.8
CCN(CC)c1nc2ccccc2nc1C(C#N)C(=O)NCCCOC (configuration not stated)	-2	4	1	-5	3	7	-2	6	-1.0
CC(C)n1c(O)c(/C=C2\C=Nc3ccccc32)sc1=Nc1ccccc1	2	-5	3	-9	-1	2	3	8	-0.6
CCOC(=O)c1ccc(NC(=O)Nc2nncs2)cc1	-4	1	-3	11	5	-5	4	-6	3.6
CC1CCCC(NC(=O)Cn2cc(Br)ccc2=O)C1C (configuration not stated)	0	-8	0	-4	-1	-4	0	4	0.4
CCOC1=C2CN(S(=O)(=O)c3ccc(C)cc3)[C@@H](c3cccs3)C[C@H]2[C@H]2C(=O)N(c3ccccc3)C(=O)[C@H]2C1	-1	-8	3	x	0	3	3	3	x
COc1ccc(C(=O)NC2CC2)cc1OC1CCN(Cc2ccc(F)cc2F)CC1	21	-10	-6	20	1	0	-6	-1	-2.1
CCCCCn1c(Sc2nc3ccccc3s2)nc2c1c(=O)[nH]c(=O)n2C	8	10	-2	-32	-1	-1	-3	6	-0.4
Cc1ccc(OCC(=O)OCc2c(C)noc2C)cc1C	0	3	-1	7	0	6	-8	1	-0.7
COc1ccc(C(c2c[nH]c3ccccc23)c2c[nH]c3ccccc23)cc1O	10	4	-5	x	4	2	2	1	x
COc1ccc(C(=O)NCCc2nnc3ccc(SCC(=O)NCc4ccccc4)nn23)cc1	17	-6	2	-11	1	18	-4	10	1.1
